# SUMO1-SIM PPI: alters human SUMO1 binding to SIM partners | SUMO1 binding to a labelled peptide, TR-FRET, 1 h | inhibition, % at 20 µM | 360,000 compounds, 0.33% hits; in the data active = inhibition above about 37%
# Rpn11 inh: inhibitors of human proteasome Rpn11 | O00487 | 360,000 compounds, 0.59% hits | calls only at 20 µM | human 26S proteasome, Ub4-pepOG fluorescence polarization; 20S core pre-blocked with epoxomicin;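 active = inhibition at 20 µM, scaled to each plate's controls, above about 33%, limit read from the data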
# Scp1 inh: Scp-1 (human) phosphatase inhibition | Q9GZU7 | Recombinant Scp1, phosphopeptide, malachite green phosphate absorbance | inhibition, % at 20 µM | 340,000 compounds, 0.88% hits | AID 493091;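 active = inhibition above about 50% at 20 µM, limit read from the data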;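 also: plate controls were DMSO wells with enzyme for no effect and wells lacking enzyme for full effect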
#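 Test system – truncated SCP-1 phosphatase (76-261aa) · Reagent – Phosphorylated 17-residue peptide substrate · Incubation – 45 min room-temperature reaction, 5 min colour, 30 min stabiliser · Detection – colorimetric phosphate reagent with accelerator and stabiliser, absorbance at 630 nm · Measure – % inhibition at 20 µM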
# Rin1-Abl PPI inh: inhibitors of human Rin1-Abl protein interaction; P00519+Q13671; TR-FRET Rin1/Abl binding, biochemical; inhibition, % at 7.35 µM; 360,000 compounds, 0.4% hits; AID 588664; in the data active = inhibition above about 5%, passing the limit was not always enough
# DNMT1 inh: blocks human DNA methyltransferase DNMT1; DNMT1 molecular beacon, Hinp1I cleavage, fluorescence; inhibition (reported as % activation of signal), % at 10 µM; 360,000 compounds, 0.83% hits; in the data active = inhibition above about 50%
# LMPTP block: blocks human LMPTP phosphatase | recombinant LMPTP-A, OMFP fluorogenic substrate, fluorescence intensity | 360,000 compounds, 0.22% hits | inhibition, % at 20 µM;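 active = compounds that cut the enzyme signal by at least half of the control window in the single-dose screen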;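 also: plate controls were DMSO wells with enzyme plus substrate for no effect and substrate without enzyme for full effect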
#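 Test system: LMPTP-A phosphatase enzyme. Amount: LMPTP-A at 0.625 nM final in the reaction. Reagent: OMFP substrate, 400 µM final. Times: 50 min at room temperature. Signal: endpoint fluorescence intensity from OMFP dephosphorylation. Read-out basis: % inhibition. Benchmarks: no-enzyme and uninhibited controls.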
# Neddylation inh: blocks human cullin neddylation; AID 651699; calls only at 25 µM; 360,000 compounds, 0.58% hits; TR-FRET cullin neddylation, biochemical; P61081+Q13564; in the data active = inhibition above about 36%
# STEP inh: inhibitors of human striatal-enriched phosphatase STEP; P54829; recombinant STEP, OMFP fluorogenic substrate, fluorescence; inhibition, % at 20 µM; 360,000 compounds, 0.25% hits;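 active = inhibition at 20 µM, scaled per plate between control wells, above about 37%, limit read from the data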;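 also: 0% = DMSO with enzyme and substrate and 100% = substrate only without enzyme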
# Target sequence (P54829 whole entry, looked up): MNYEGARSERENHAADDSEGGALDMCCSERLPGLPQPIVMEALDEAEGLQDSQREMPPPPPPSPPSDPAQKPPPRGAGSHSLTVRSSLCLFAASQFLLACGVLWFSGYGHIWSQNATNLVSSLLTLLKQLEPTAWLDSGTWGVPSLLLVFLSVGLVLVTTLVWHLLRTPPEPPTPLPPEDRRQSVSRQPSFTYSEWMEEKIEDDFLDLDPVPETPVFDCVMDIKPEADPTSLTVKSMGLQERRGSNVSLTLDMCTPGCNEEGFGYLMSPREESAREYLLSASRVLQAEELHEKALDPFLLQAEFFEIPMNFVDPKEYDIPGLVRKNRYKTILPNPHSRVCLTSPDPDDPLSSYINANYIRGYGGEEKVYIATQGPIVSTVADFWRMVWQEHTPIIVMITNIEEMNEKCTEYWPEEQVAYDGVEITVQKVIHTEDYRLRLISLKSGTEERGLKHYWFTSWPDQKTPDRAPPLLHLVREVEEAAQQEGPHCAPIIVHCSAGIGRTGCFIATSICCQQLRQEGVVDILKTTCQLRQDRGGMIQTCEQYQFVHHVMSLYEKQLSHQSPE
#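 Material: STEP (striatal-enriched tyrosine phosphatase) enzyme, cell-free; Compound dosing: 20 µM single dose in 1% DMSO; Technique: fluorescence read at 480 nm ex / 540 nm em; Times: reaction 20 min, ambient temperature; Medium: 50 mM Bis-Tris pH 6.0 with 2.5 mM DTT and 0.005% Tween 20; Also added: OMFP at 25 µM.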
# CSN inh: inhibitors of human CSN-mediated cullin deneddylation; AID 651999; Purified CSN, SCF-Nedd8-OG deneddylation, fluorescence polarization; Q92905; 360,000 compounds, 0.38% hits; inhibition, % at 12.5 µM;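 active = pattern-corrected inhibition above about 35%, with an unprinted fluorescence ratio check between 0.5 and 1.5, limit read from the data, passing the limit was not always enough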;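 also: 0% = enzyme with substrate and 100% = substrate without enzyme; some results filed as inactive read as strong as hits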
# Target sequence (Q92905 whole entry, looked up, one chain of several): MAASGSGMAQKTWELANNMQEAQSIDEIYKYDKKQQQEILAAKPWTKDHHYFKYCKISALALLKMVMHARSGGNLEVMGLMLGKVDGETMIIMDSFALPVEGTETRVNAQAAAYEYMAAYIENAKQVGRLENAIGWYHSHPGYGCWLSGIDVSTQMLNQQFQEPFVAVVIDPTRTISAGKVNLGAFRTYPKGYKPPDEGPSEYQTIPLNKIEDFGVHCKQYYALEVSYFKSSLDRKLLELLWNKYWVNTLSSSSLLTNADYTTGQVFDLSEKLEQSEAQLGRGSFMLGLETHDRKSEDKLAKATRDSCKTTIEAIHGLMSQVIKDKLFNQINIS
#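 Assay system: purified human Csn5 enzyme expressed in HEK293T cells; measure: % inhibition; also added: SCFSkp2-Nedd8OG substrate at 10 nM final; technique: fluorescence polarization; times: reaction 90 min, room temperature; medium: Tris buffer pH 7.5, NaCl, DTT, Tween-20, trehalose, ovalbumin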
# NadD block: inhibitors of Staphylococcus aureus NadD; purified NadD enzyme, colorimetric absorbance read-out; inhibition, % at 20 µM; 360,000 compounds, 0.78% hits; AID 602399; in the data active = inhibition above about 26%; also: some compounds past the cut are filed as inactive
# An asterisk follows results filed as active; i = inactive; . = not tested or not shown; + = active, no number.
# Values run as follows: SUMO1-SIM PPI, Rpn11 inh, Scp1 inh, Rin1-Abl PPI inh, DNMT1 inh, LMPTP block, Neddylation inh, STEP inh, CSN inh, NadD block
1. O=C(CS(=O)c1cccc(Cl)c1)Nc1ccccc1Cl (centres undefined)
→ -5, i, 0, 0, 3, 0.4, i, -2, 3, 1
2. COc1ccc(NC(=O)N(Cc2ccc3c(c2)OCO3)C2CC(=O)N(c3ccc(OC)cc3)C2=O)cc1 (centres undefined)
→ -1, i, -9, 2, -3, -3.3, i, -2, -1, -4
3. O=C(CNS(=O)(=O)c1cccs1)N1CCN(c2ccccc2F)CC1
→ 5, i, -1, 0, 4, 0.4, i, 0, -2, -2
4. CCOC(=O)c1ccc(NS(=O)(=O)CC)cc1
→ 2, i, -10, 5, -1, -2.0, i, -1, -2, 0
5. O=C(COc1ccc(C(F)(F)F)cc1[N+](=O)[O-])Nc1cccc(C(F)(F)F)c1
→ -1, i, -1, -4, 9, -0.5, i, 2, 4, 4
6. Cc1cc(C(=O)CN2C(=O)c3ccccc3S2(=O)=O)c(C)n1-c1ccccc1
→ 0, i, -7, -2, -2, 1.5, i, -4, 3, 11
7. O=C(O)CSc1c(-c2ccccc2)[nH]c2ccccc12
→ -1, i, -8, -1, -3, -0.5, i, -2, -3, 1
8. OCC1CCCN(Cc2cn(Cc3ccccc3)nc2-c2cc3ccccc3o2)C1 (centres undefined)
→ -2, i, 1, 2, -1, -1.1, i, -4, 5, -8
9. CC(=O)Nc1ccc(Cl)cc1-c1ccccc1
→ -1, i, 3, -2, 0, 0.1, i, -2, 3, 1
10. COc1ccc2c(c1)[nH]c1c(=O)n(Cc3ccncc3)cnc12
→ 3, i, 4, -1, 0, 2.5, i, 1, -5, -3
11. O=C(CN(C(=O)c1csnn1)c1cccc2ccccc12)NCc1ccc(F)cc1
→ -4, i, -5, 0, -3, -1.9, i, -1, 2, -10
12. CNc1cc(-c2ccc(C(=O)OC)cc2)ncn1
→ 2, i, ., -6, 0, -0.4, i, -2, 7, -2
13. CC(C)C(=O)NN(C(=O)c1ccccc1)c1ccccc1
→ -1, i, -7, -1, 2, -1.4, i, 2, -1, -1
14. Fc1ccc(-c2nc3c4ccccc4ccn3c2Cc2cccc(Cl)c2)cc1
→ 1, +, ., 4, -1, 6.2, i, -2, 1, 9
15. CCN(C(=O)COC(=O)/C=C/c1nc2ccccc2s1)C1CCS(=O)(=O)C1 (centres undefined)
→ -2, i, -2, -1, 2, -0.9, i, 1, -4, -3
16. CC1(C(=O)Nc2ccc3c(c2)OCCO3)CSCC(=O)N1Cc1ccco1 (centres undefined)
→ 0, ., ., ., ., -0.4, i, ., 2, .
17. C[C@H](c1ccccc1)N1C[C@@H](COCc2ccccc2)Oc2cc(N3CC[C@H](N(C)C)C3)ccc2S1(=O)=O
→ -21, ., ., ., ., -2.2, i, ., -1, 9
18. CCOC(=O)c1ccc(NC(=O)CCC2COc3ccccc3O2)cc1 (centres undefined)
→ 0, i, -13, 6, -7, 2.4, i, -2, 0, -8
19. Cc1nnc(N/N=C/c2ccc(-c3ccccc3F)o2)n1N
→ -12, i, -1, 0, -14, -1.4, i, -3, 0, 2
20. O=C(NN=C(Cc1ccccc1)Cc1ccccc1)C1CC1
→ 2, i, -5, -7, 1, -1.7, i, 2, 5, -2
21. CCNc1nc(SCC(N)=O)nc2sc3c(c12)CCN(C)C3
→ -21, i, -9, -2, -6, 3.0, i, -1, -5, -9
22. O=C(C1COc2ccccc2O1)N1CCN(Cc2ccc(Br)cc2F)CC1 (centres undefined)
→ 4, i, -5, 2, 0, 0.7, i, -1, 1, -4
23. COc1cc(/C=C2/SC(=S)N(c3ccccc3)C2=O)ccc1Oc1nc(N2CCOCC2)nc(N2CCOCC2)n1
→ -6, i, -1, 3, -3, 0.6, i, -1, -7, 4
24. CCCCOc1ccc(C(O)(CCC)CCN2CCOCC2)cc1 (centres undefined)
→ -1, i, -4, 1, 2, -0.7, i, -4, -7, -2
25. Fc1ccc(-n2nnc(-c3cnc4ccccc4c3)n2)cc1
→ -1, i, -2, -1, 21, 0.3, i, 5, 2, 1
26. CCCOc1cccc(C(=O)N/N=C/c2coc3ccccc3c2=O)c1
→ 2, i, -5, 2, 2, -1.0, i, 3, 13, -2
27. CC(=O)c1cc(F)c(N2CCOCC2)cc1C
→ 3, i, -5, 1, -5, -2.2, i, 0, 4, 6
28. Cc1ccc2[nH]c3c(N4CCOCC4)ncnc3c2c1
→ 2, i, 13, -2, 1, -1.0, ., -5, 9, -3
29. CSc1ccc(S(=O)(=O)NC2CC2)cc1
→ 0, i, -1, 1, -1, -0.1, i, -1, 5, 0
30. COc1cc2c(=O)n(CCC(=O)NCC3CCCO3)c(=O)n(CC(=O)Nc3ccc(C)cc3C)c2cc1OC (centres undefined)
→ 4, i, -8, 4, 2, 0.1, i, -2, 1, -2

# (continued)
# Values run as follows: SUMO1-SIM PPI, Rpn11 inh, Scp1 inh, Rin1-Abl PPI inh, DNMT1 inh, LMPTP block, Neddylation inh, STEP inh, CSN inh, NadD block
31. C=C(C)Cn1c(SCCCO)nc2c1c(=O)[nH]c(=O)n2C
→ 1, i, -5, 1, -1, -2.0, i, -3, 0, -1
32. COc1cc(/C=C2/C(=O)ON=C2C)cc(Cl)c1O
→ -48, i, -4, -1, 18, -0.7, i, 2, 7, -6
33. Cc1ccc(/C=N/n2c(-c3cccnc3)n[nH]c2=S)s1
→ -4, i, 6, -4, 2, 0.4, i, 0, -11, 1
34. COc1cccc(C(=O)Nc2ccc3ccccc3c2)c1
→ -4, i, -16, 1, 2, 1.9, i, 0, 4, -10
35. CCN(CCCNC(=O)C1CCN(S(=O)(=O)CC)CC1)c1cccc(C)c1
→ 4, i, -6, 3, 4, -1.6, i, -1, -9, -1
36. CCc1ccc(NC(=O)N(CCCOC(C)C)C2CCN(C(C)=O)CC2)cc1
→ -1, i, -3, 1, 2, -1.2, i, 0, -2, 5
37. O=[N+]([O-])c1cccc(/C=N/N2CCN(Cc3ccccc3)CC2)c1
→ -10, i, -11, 0, 3, 0.4, i, 0, 5, 6
38. Cc1oc(-c2ccccc2Cl)nc1CS(=O)CC(=O)NCCCN1CC(C)CC(C)C1 (centres undefined)
→ 4, i, 3, -1, 1, -0.9, i, 1, 5, -3
39. O=C(CSc1nccn1-c1ccccc1)c1ccc(Cl)cc1
→ 3, i, -7, 2, 1, 1.0, i, 3, -2, -2
40. COc1ccc2c(c1)C(=O)C1NC(=O)NC(=O)C1(Br)N2 (centres undefined)
→ 3, i, -5, 1, 2, -1.7, i, 1, 3, 0
41. Cc1[nH]c2c(ccc3cccnc32)c1C
→ -2, i, -16, 1, -10, 0.4, i, 1, 0, 2
42. OC(CNC1CCCC1)COc1ccc(F)cc1 (centres undefined)
→ -2, i, -8, -3, 2, -2.8, i, -3, 1, -7
43. CC(O)C(C(=O)OCc1ccc([N+](=O)[O-])cc1)N1C(=O)c2ccccc2C1=O (centres undefined)
→ -13, i, 1, -3, -3, -0.9, i, -4, 1, -1
44. c1ccc(-c2cncnc2)nc1
→ 4, i, -5, -2, -1, -0.7, i, 2, -3, -1
45. CCC(C)NC(=O)Nc1ccc(F)c(Cl)c1 (centres undefined)
→ 3, i, -1, 1, 0, -0.8, i, 1, -1, -7
46. Cc1cccc(C)c1-n1nnnc1C(c1ccnc2ccccc12)N1CCCC1 (centres undefined)
→ -4, ., ., ., ., -1.3, i, ., 0, -3
47. Cc1cccc2cc(CN(Cc3ccc4c(c3)OCO4)Cc3nnnn3C3CCCC3)c(=O)[nH]c12
→ 2, i, 7, 0, -11, 0.5, i, 2, 0, 0
48. C=CCNC(=O)COC(=O)C1CCN(S(=O)(=O)c2ccc3c(c2)OCCO3)CC1
→ 5, i, -5, -2, 0, -0.4, i, 3, 1, 0
49. O=C(CSc1ccc(-c2ccccn2)nn1)NCc1ccccc1
→ -3, i, -9, 0, 0, -0.4, i, 0, 4, -5
50. Nc1nonc1-n1nnc(C(=O)N/N=C/c2ccc3c(c2)OCO3)c1-c1ccccc1
→ -4, i, -8, -3, -1, 0.1, i, -4, -1, 10
51. Cc1nn(-c2ccccc2)c(Cl)c1C(=O)NCc1cccs1
→ -1, i, -4, -3, -4, 0.3, i, -2, -7, 2
52. OC1CCCN(Cc2cn(Cc3ccccc3)nc2-c2cc3ccccc3o2)C1 (centres undefined)
→ 1, i, -7, -2, -4, 0.6, i, 0, -5, -4
53. CCn1c(C)[n+](CC)c2ccc(S(=O)(=O)NC)cc21
→ 2, i, 1, -2, 20, -0.5, i, -1, 1, 6
54. CC(C)N(C)Cc1nnnn1CC(=O)NCCc1cccc(C(F)(F)F)c1
→ 3, i, 0, 3, 8, -2.1, i, 1, -1, -3
55. CCn1ccc(C(=O)NC2=NCCS2)n1
→ 3, i, -9, -2, 1, 6.7, i, 4, 6, -3
